# HMGR II inh – inhibitors of class II HMG-CoA reductase from Enterococcus faecalis | AID 1066 | 190,000 tested, 0.41% active | purified E. faecalis HMGR, NADPH absorbance 340 nm kinetic | inhibition, % at 10 µM;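 active = inhibition above a set limit, the median over all tested compounds plus 3 SD, cut at about 9.5% in these data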;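 also: enzyme runs in reverse so mevalonate oxidation gives rising NADPH absorbance; 0% = complete reaction with DMSO and 100% = background rate lacking mevalonate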
# APP transl inh – APP translation inhibition | inhibition, % at 2 µM | SH-SY5Y APP 5'UTR-luciferase reporter, luminescence | 190,000 tested, 0.82% active;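 active = inhibition above a set limit, derived from the sample mean plus 3 SD, cut at about 45% in these data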; also: values of inactives mirror those of a sister screen read the other way
# STAT1 act – STAT1 signaling activation. NIH 3T3 STAT1-luciferase reporter, IFN-gamma, luminescence; 100% = IFN-gamma alone, no compound. activation (% of control), % at 5.5 µM. 200,000 tested, 2.6% active;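 active = activation above the screen-wide mean activation plus 3 SD, cut at about 130% in these data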;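 also: raw ratio to IFN-gamma control signal so 100% means no change and 0% no light; values of inactives mirror those of a sister screen read the other way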
# G6PDH counter – L. mesenteroides G6PDH inhibition counter-screen; Purified L. mesenteroides G6PDH, diaphorase/resazurin coupled fluorescence, 45 min; 200,000 tested, 0.12% active; inhibition, % at 5 µM; AID 1020; in the data active = inhibition above about 50%
# APP 5'UTR act – activates APP 5'UTR luciferase reporter; 190,000 tested, 1% active; SH-SY5Y APP 5'UTR luciferase reporter, luminescence; zero percent = DMSO vehicle wells; AID 1276; activation, % at 2 µM;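 active = activation above a set limit, based on mean plus 3 SD of controls, cut at about 140% in these data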; also: values of inactives mirror those of a sister screen read the other way
# Redox H2O2 prof – compounds producing H2O2 with reducing agent – biochemical, NIH compound library profiling, artefact control for MLSCN library redox annotation, primary screen. 200,000 tested, 0.03% active. activation, % at 10 µM. DTT-dependent redox cycling H2O2, phenol red/HRP absorbance; 100% = 100 µM peroxide control, 0% = buffer;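 active = activation of at least 50% relative to the plate's high and low controls in the primary single-dose screen; inactive = activation below 50%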;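 also: compound incubated with DTT at 0.8 mM final as the reducing agent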
# FLuc inh counter – inhibits firefly luciferase, flagging false hits in luciferase inhibition screens | P08659 | ATPLite firefly luciferase biochemical luminescence, 10 min | inhibition, % at 10 µM | 200,000 tested, 1.5% active | AID 1006;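 active = inhibition above about 50% when tested at 10 µM, limit read from the data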
# Target sequence (P08659 whole entry, looked up): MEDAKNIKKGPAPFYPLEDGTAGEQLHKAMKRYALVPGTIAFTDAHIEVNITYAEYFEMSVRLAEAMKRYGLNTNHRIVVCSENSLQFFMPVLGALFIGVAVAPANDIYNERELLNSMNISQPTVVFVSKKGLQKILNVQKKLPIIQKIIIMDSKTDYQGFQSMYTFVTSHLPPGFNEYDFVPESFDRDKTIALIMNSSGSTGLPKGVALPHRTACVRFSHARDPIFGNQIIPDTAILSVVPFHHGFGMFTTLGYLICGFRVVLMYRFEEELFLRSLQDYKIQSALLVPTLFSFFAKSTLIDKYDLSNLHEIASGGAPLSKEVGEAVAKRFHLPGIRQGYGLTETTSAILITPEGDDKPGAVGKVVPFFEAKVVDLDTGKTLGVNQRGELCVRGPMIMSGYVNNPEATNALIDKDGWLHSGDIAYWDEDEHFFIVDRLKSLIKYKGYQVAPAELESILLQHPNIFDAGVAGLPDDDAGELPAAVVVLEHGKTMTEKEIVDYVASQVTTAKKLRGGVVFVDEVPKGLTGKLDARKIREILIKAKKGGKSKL
# NF-kB expr up – raises NF-kB expression in human neuronal cells; 190,000 tested, 1.6% active; AID 1239; fold change at 12.5 µM; NF-kB reporter expression; active compounds read high; in the data active = fold change above about 3.3
# FLuc act counter – firefly luciferase counter-screen for stimulation assays | P08659 | 200,000 tested, under 10 active | AID 1027 | ATPlite luciferase biochemical, luminescence, 10 min; 0 = ATP-free wells, 1 = DMSO control | activation factor at 10 µM;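 active = luciferase activation factor, scaled between plate controls, of at least 2 with compound at 10 µM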
#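 Material: Luciferase/luciferin reagent mix; Doses: test compounds dosed from 2 mM stocks in 100% DMSO; Schedule: 10 min incubation after luciferase reagent addition, room temperature; Measured by: luminescence from luciferase reaction; Read-out: luminescence gain marking luciferase activators.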
# Hsp70 act – switches on Hsp70 transcription; HeLa Hsp70 promoter luciferase reporter, luminescence; scaled: vehicle 0, proteasome-inhibitor control 100%; activation, % at 10 µM; 200,000 tested, 0.04% active; AID 1203;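 active = activation above the mean across all tested compounds plus 3 SD, cutoff set per campaign, cut at about 5.5% in these data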;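 also: 100% = MG132 at 30 µM as the positive control and 0% = DMSO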
# Numbers without * were called inactive; / = no result given. Rows are unselected (roughly 5.3% active in at least one column).
SMILES,HMGR II inh,APP transl inh,STAT1 act,G6PDH counter,APP 5'UTR act,Redox H2O2 prof,FLuc inh counter,NF-kB expr up,FLuc act counter,Hsp70 act
COc1ccc(CNC(=O)C2CCCN2S(=O)(=O)c2ccc(S(=O)(=O)N(C)C)cc2)cc1 (stereo unspecified),-2,0,95,1,0,0.2,2,0.98,1,-0.3
O=C(N/N=C/c1cccc(Oc2ccccc2)c1)c1cccc(Br)c1,-4,-7,107,-1,7,1.8,-4,1.3,1,0.1
CCOC1OC2C(CO)OC(n3cnc4c(N)ncnc43)C2O1 (stereo unspecified),3,-36,96,-10,36,-1.1,-4,1.1,1,-0.2
Cc1c(C)c(C)c(S(=O)(=O)n2[nH]c(=O)c(CCO)c2C)c(C)c1C,5,5,100,4,-5,0.4,-1,1,1,0.0
CC(C)CC(=O)Nc1ccc2c(c1)oc1ccccc12,-8,-173,152*,4,173*,-3.5,49,6.1*,0.5,0.2
CCNc1ccc(C(=O)OCC(=O)NC(C)c2ccccc2)cc1[N+](=O)[O-] (stereo unspecified),-2,-1,94,13,1,0.1,-11,1,1.1,-0.5
Cn1cccc1C(=O)NC(=O)COC(=O)c1cc(S(=O)(=O)N2CCCCC2)ccc1Cl,-2,-15,96,1,15,-0.4,-9,1.1,1.1,0.0
CC(CC(=O)N1CCN(c2ccccc2)CC1)c1ccccc1 (stereo unspecified),-3,-18,101,17,18,0.1,-7,1,1.1,-0.1
CC(=O)N1CN(C2CC(C)(C)NC(C)(C)C2)Cc2c1sc1c2CCCC1,-5,6,90,3,-6,0.2,-10,1,1.1,-0.2
CC(C)(C)c1ccc(OCC(O)CNC(=O)c2ccccc2C(=O)O)cc1 (stereo unspecified),/,-3,114,/,3,1.4,/,/,/,-0.1
Cc1onc(-c2c(F)cccc2Cl)c1C(=O)Nc1cccc(S(=O)(=O)NCc2ccco2)c1,0,-22,90,7,22,-0.4,-10,0.6,1.1,1.1
Cc1cc(-c2csc(NCc3ccccc3)n2)c(C)n1C,4,-5,104,-1,5,0.6,-8,1.2,1.1,0.2
O=C1NCCN1Cc1ccccc1F,-4,-2,101,5,2,-0.6,-6,1.1,1.1,-0.2
C/C(NCc1ccccc1)=C(\C#N)C(=O)NCc1ccccc1,2,0,108,12,1,0.0,-4,1.1,1,-0.6
CCCc1nn(C)c(C(=O)Nc2cccc3ccccc23)c1Cl,-2,-38,102,-4,38,-0.1,-5,1.3,1,-0.5
Cc1ccc(C)c(OC(=O)c2ccncc2)c1,0,-8,101,15,7,0.4,2,1.2,1,0.2
Cc1ccc(OCc2nc(C#N)c(NCCCn3ccnc3)o2)cc1,-1,-16,92,-2,16,2.9,-7,1,1.1,-0.1
CCCC(=O)c1c(NCCO)cc(C)oc1=O,2,-3,90,0,3,-0.2,0,1.9,1,0.0
CCOC(=O)C1=C(c2ccccc2)NC(=O)NC1c1ccc(OC)c(OC)c1 (stereo unspecified),2,9,93,7,-9,0.1,-10,1.1,1.1,-0.2
O=C(CSCc1ccc(Cl)cc1Cl)Nc1c[nH]c(=O)[nH]c1=O,-5,-17,92,-11,17,0.3,-6,0.92,1.1,-0.4
Clc1ccc(OCc2nc(-c3ccncc3)no2)c(Br)c1,-5,-250,152*,-34,250*,-0.1,25,4*,0.8,0.4
COc1ccc(O)c(C(=O)/C=C/c2cc3ccccc3o2)c1,/,-6,104,/,6,1.4,/,/,/,-0.1
O=C(CCNC(=O)Cn1cnc2ccccc2c1=O)NCC1CCCO1 (stereo unspecified),-2,-17,101,5,17,-0.7,-1,0.97,1,0.2
CC1=C(C(=O)NC(C)CCc2ccccc2)C2(CCC(C)CC2)OC1=O (stereo unspecified),-3,-3,99,4,3,-0.1,-6,0.93,1.1,-0.3
COc1ccccc1NC(=O)Nc1ccc(Cl)c(S(=O)(=O)Nc2ccccc2OC)c1,-2,-7,103,-9,7,0.3,-1,0.72,1,-0.3

# Next part, starting with the last 4 of the part before.
SMILES,HMGR II inh,APP transl inh,STAT1 act,G6PDH counter,APP 5'UTR act,Redox H2O2 prof,FLuc inh counter,NF-kB expr up,FLuc act counter,Hsp70 act
COc1ccc(O)c(C(=O)/C=C/c2cc3ccccc3o2)c1,/,-6,104,/,6,1.4,/,/,/,-0.1
O=C(CCNC(=O)Cn1cnc2ccccc2c1=O)NCC1CCCO1 (stereo unspecified),-2,-17,101,5,17,-0.7,-1,0.97,1,0.2
CC1=C(C(=O)NC(C)CCc2ccccc2)C2(CCC(C)CC2)OC1=O (stereo unspecified),-3,-3,99,4,3,-0.1,-6,0.93,1.1,-0.3
COc1ccccc1NC(=O)Nc1ccc(Cl)c(S(=O)(=O)Nc2ccccc2OC)c1,-2,-7,103,-9,7,0.3,-1,0.72,1,-0.3
O=C(CSc1nnc2c(n1)[nH]c1ccccc12)Nc1ccc2c(c1)OCO2,-3,-18,100,-3,18,-1.2,1,1.1,1,0.0
CC1(c2ccc3c(c2)OCO3)NC(=O)N(CC(=O)NCCC2=CCCCC2)C1=O (stereo unspecified),-7,14,94,5,-14,-2.8,-4,1.1,1,-0.1
O=C(N[C@@H](Cc1ccccc1)C(=O)NC1CCCCCC1)c1ccco1,-3,-10,103,8,10,-0.1,6,1.6,0.9,-0.4
O=C(N/N=C/c1cccs1)C(=O)Nc1cccc(Cl)c1,-4,6,110,-3,-6,-3.5,-2,1.2,1,0.2
S=C(Nc1cccc(Cl)c1)Nc1cccc2cnccc12,-3,5,95,27,-5,0.9,-4,0.53,1,-0.2
COc1cccc(C2c3c(oc4ccccc4c3=O)C(=O)N2CCCN2CCOCC2)c1 (stereo unspecified),-2,-18,101,10,18,0.5,-3,1.2,1,0.0
COC(=O)c1ccccc1NC(=O)C1CCN(S(C)(=O)=O)CC1,0,-10,102,-10,10,0.8,-6,1.1,1.1,0.1
CC1CCN(c2c(NCc3ccc(C(=O)NCc4ccco4)cc3)c(=O)c2=O)CC1,-5,5,100,11,-5,-0.1,-6,1.1,1.1,-0.2
Clc1ccc(/C=N/Nc2ncnc3ccccc23)cc1Cl,-3,/,158*,0,/,3.1,14,4.9*,0.9,0.0
CC1(C)Cc2c(sc3ncn4c(=S)[nH]nc4c23)CO1,-7,-12,93,-8,13,-0.2,3,1.1,1,-0.4
CCc1cccc2c(N=O)c(O)[nH]c12,2,-20,96,-8,20,0.2,-1,1.1,1,-0.3
O=C1Nc2ccc(Br)cc2C1(O)Cc1ccccn1 (stereo unspecified),0,-18,96,5,18,2.9,-3,1.1,1,-0.1
Cc1nn(Cc2c(Cl)cccc2Cl)c(C)c1NC(=O)c1cc(C(C)C)on1,2,-9,110,2,9,0.2,-9,0.8,1.1,0.7
Cn1c(SCC(=O)C(C)(C)C)nnc1-c1ccncc1,-2,0,103,1,0,-0.8,-3,1.9,1,-0.2
Cc1ccc2c(c1)N(CC(=O)NCCc1c[nH]c3ccccc13)C(=O)CO2,2,-11,94,-6,11,1.6,-4,0.96,1,-0.1
CCOC(=O)C1CCN(C(=O)c2ccccc2NS(=O)(=O)c2ccc(F)cc2)CC1,-6,-7,94,-3,7,-0.4,-2,1.1,1,-0.2
CCCc1ccc2c(N)c(C#N)sc2n1,/,-10,102,8,10,0.5,4,/,1,-0.3
Cc1nnc(SCC(=O)Nc2ccc3c4c(cccc24)CC3)n1C,-3,22,102,-21,-22,2.2,-6,1,1.1,0.1
CC(=O)NC1(C(F)(F)F)C(=O)N(Cc2ccccc2)C2=C1C(=O)CC(C)(C)C2 (stereo unspecified),1,-2,91,5,2,0.8,-4,1.1,1,-0.3
C/C(=N\NC(=S)Nc1ccc(C(C)C)cc1)c1ccc2c(c1)OCO2,5,-78,120,-3,78,-1.3,-7,1.4,1.1,0.0
Cc1ccc(C)c(S(=O)(=O)N2CCC(c3nc4c(nnn4Cc4ccc(F)cc4)c(=O)[nH]3)CC2)c1,-5,-18,100,0,18,-0.7,-10,1.2,1.1,0.1
O=C(O)c1cccc(NC(=O)C2C3C=CC(C3)C2C(=O)O)c1 (stereo unspecified),-1,1,103,8,-1,-4.0,-8,1.1,1.1,-0.1
c1ccc(Cn2nnnc2CN2CCOCC2)cc1,-6,-3,97,1,3,-0.8,-2,1.1,1,-0.1
CCc1ccc(C(=O)CCC2CCCCC2=O)cc1 (stereo unspecified),-2,-41,118,7,41,-18,6,1.9,0.9,0.2
CCOc1ccc(N(CC(=O)NC2CCCCCC2)S(=O)(=O)c2c(C)[nH]c(=O)[nH]c2=O)cc1,-1,9,95,3,-9,-0.8,-5,1,1.1,-0.2
# The list goes on:
SMILES,HMGR II inh,APP transl inh,STAT1 act,G6PDH counter,APP 5'UTR act,Redox H2O2 prof,FLuc inh counter,NF-kB expr up,FLuc act counter,Hsp70 act
Cn1c(=O)c2c(nc(CN3CCc4ccccc4C3)n2Cc2cccc(Cl)c2)n(C)c1=O,-6,9,98,-22,-9,1.3,-6,0.63,1.1,-0.3
COc1cc(CC(=O)Nc2cccc(C(F)(F)F)c2)cc(OC)c1OC,-9,-10,90,0,10,-0.5,0,0.77,1,-0.4
CN1CC2([N+](=O)[O-])CC=C(OCCO)C([N+](=O)[O-])(C1)C2 (stereo unspecified),4,-3,104,-5,3,-0.3,-1,1,1,-0.3
O=C(CN1CCN(c2ccccc2Cl)CC1)NC1CCCc2ccccc21 (stereo unspecified),-5,-19,90,5,19,0.2,-5,0.91,1,0.0
O=S(=O)(/N=C/c1c(O)ccc2ccccc12)c1cccs1,-2,19,101,57*,-19,0.0,-3,0.83,1,-0.2
C=CCn1c(SCC(=O)Nc2ccc3c(c2)CCC3)nnc1-c1cccs1,-4,-8,90,-2,8,-0.1,-5,0.66,1.1,-0.3
CCn1cc(CNC(=O)CCSc2nc(-c3ccco3)cc(C(F)(F)F)n2)cn1,-2,9,99,1,-9,0.7,-5,1.1,1.1,0.1
Cc1cc(NC(=O)CSc2nc3c(sc4ccccc43)c(=O)n2CCc2ccccc2)n[nH]1,-2,12,99,2,-12,0.8,-5,1.4,1.1,-0.2
CN(Cc1c(C(=O)N2CCc3ccccc3C2)nc2ccc(Cl)cn12)C(C1CC1)C1CC1,4,29,90,16,-29,0.5,-4,0.92,1,0.7
CCSc1nc(-c2cccs2)nc2ccccc12,7,-14,100,-2,14,-0.5,1,/,1,-0.2
Cc1cc(C)c2c(n1)sc1c(N3CCOCC3)ncnc12,/,-24,104,/,24,-4.2,/,/,/,-0.2
O=C(O)COc1ccc(/C=N/n2cnc3scc(-c4cccs4)c3c2=O)cc1,0,5,101,0,-5,-0.2,6,1,0.9,0.3
CCOC(=O)Nc1sc(C)c(C)c1C(N)=O,-10,7,93,-1,-7,0.8,-1,1.2,1,-0.3
Cn1c(N2CCC(C(N)=O)CC2)nc2c1c(=O)n(Cc1ccc(Br)cc1)c(=O)n2C,/,5,100,/,-5,-0.3,/,/,/,-0.3
S=C1N(c2ccccc2)C(c2cccc3ccccc23)N2CCCN12 (stereo unspecified),-7,16,101,1,-16,0.1,1,1.3,1,-0.3
O=C(NCc1ccccn1)c1cccc(NS(=O)(=O)c2cccc(F)c2)c1,0,6,96,5,-6,0.0,-6,0.93,1.1,0.5
CC1Oc2ccccc2C=C1/C=N/NC(=O)c1ccccc1 (stereo unspecified),-3,-44,133*,-10,44,-0.3,44,1.8,0.6,0.5
O=C(Nc1ccc2c(c1)OCCO2)c1cc(-n2cnnc2)ccc1Cl,5,-22,100,16,22,2.5,-6,1,1.1,0.0

# Compound activity: PubChem BioAssay, several laboratories
